KOR beta-arrestin-1 = kappa opioid receptor activators – cell-based, luminescence, uHTS, primary screen (AID 1777) | KOR beta-arrestin recruitment, luminescence; higher % means a stronger effect | 280,000 tested, 0.02% active | activation, % at 10 µM, or EC50 in µM where a hit was titrated; in the data active means activation above about 50%, passing the limit was not always enough; further: a part of the inactive calls stands beside numbers as strong as those of hits
KOR beta-arrestin-2 = kappa opioid receptor blockers – cell-based, luminescence, uHTS (AID 1778); one-dose inhibition, % at 10 µM; IC50 in µM for titrated hits; 290,000 tested, 0.091% active; KOR beta-arrestin recruitment, luminescence, antagonist mode; higher % means a stronger effect; further: strong numbers were not always called active
HEK293 NOD2/NF-kB = NOD2 signaling inhibitors, cell-based, luminescence, uHTS, HEK293 (AID 1566) | HEK293 NOD2/NF-kB luciferase reporter, luminescence; higher % means a stronger effect | one-dose inhibition, % at 4 µM; EC50 in µM for titrated hits | 290,000 tested, 0.63% active; further: many of its hits are not listed in these tables
ER stress rescue = protection against thapsigargin-triggered cell killing – 384-well, CSM14.1, ATP luminescence, primary screen (AID 1222); CSM14.1 thapsigargin-induced death rescue, ATP luminescence; higher % means a stronger effect; cellular ATP content (survival), % at 20 µM; hits with a dose series show EC50 in µM; 190,000 tested, under 10 active;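 active means EC50 below 50 µM in the dose-response confirmation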;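 further: death triggered by thapsigargin at about 15 µM added after 2 h compound pretreatment; cell ATP read after overnight thapsigargin exposure of roughly 18 to 22 hours; normalized against plate controls of thapsigargin alone and 5% DMSO vehicle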
Yfh1-off respiration = enhancers of respiration in Yfh1-depleted yeast, dose response, Friedreich's ataxia, plus single-dose screen (AID 1465); fold induction at 50 µM, or EC50 in µM where a hit was titrated; S. cerevisiae Yfh1-off respiration, WST-1 reduction, 72 h; higher fold induction means a stronger effect; 220,000 tested, 0.074% active;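 active means fold induction of absorbance versus untreated yeast above a set limit, then at least 30% activation at any dose in follow-up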;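 further: activators that raise dye reduction in frataxin-depleted yeast; strong numbers were not always called active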
NOD1 NF-kB reporter = NOD1 signaling inhibitors, primary screen, cell-based, luminescence, uHTS (AID 1578) | NOD1-driven NF-kB luciferase reporter cells, luminescence; higher % means a stronger effect | inhibition, % at 4 µM; hits with a dose series show EC50 in µM | 290,000 tested, 1% active; in the data active means inhibition mostly above about 36%, no sharp cut-off; inactive means mostly below about 34%;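 further: HEK-293T reporter cells stimulated with the NOD1 agonist gamma-tri-DAP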
GPR55 activation = selective activators of receptor GPR55 – imaging, U2OS cells, beta-arrestin-GFP redistribution, primary screen (AID 1961); 290,000 tested, 0.048% active; U2OS GPR55 beta-arrestin-GFP redistribution imaging; higher % means a stronger effect; activation, % at 10 µM, or EC50 in µM where a hit was titrated;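 active means activation above 40% with more than 50 cells counted in the well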;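 further: U2OS osteosarcoma cells stably expressing GPR55 and beta-arrestin-GFP; plate controls were DMSO negative control for no effect and LPI positive control for full effect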
TNAP activators = human TNAP enzyme activators, primary screen, biochemical, luminescent, no phosphate acceptor, uHTS (AID 1001). purified TNAP, luminescent activation assay, no phosphate acceptor; higher activation fold means a stronger effect. one-dose activation fold at 20 µM; EC50 in µM for titrated hits. 200,000 tested, 0.03% active; in the data active means activation fold from about 3, or a potency from the dose series; inactive means the rest, 99 in 100 with activation fold below about 1.6; further: many of its hits are not listed in these tables
NTR1 ag = agonists of NTR1, primary screen, imaging, U2OS cells, beta-arrestin-GFP, high content (AID 493036); P30989; NTR1-U2OS beta-arrestin-GFP spot imaging, agonist mode; activation, % at 20 µM; 330,000 tested, 0.17% active;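 active means activation at or above 40% of the spot to cytoplasm intensity ratio, with at least 20 cells analyzed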;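 further: 0% = DMSO without peptide and 100% = 100 nM NTR1 peptide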
Target sequence (P30989 whole entry, looked up): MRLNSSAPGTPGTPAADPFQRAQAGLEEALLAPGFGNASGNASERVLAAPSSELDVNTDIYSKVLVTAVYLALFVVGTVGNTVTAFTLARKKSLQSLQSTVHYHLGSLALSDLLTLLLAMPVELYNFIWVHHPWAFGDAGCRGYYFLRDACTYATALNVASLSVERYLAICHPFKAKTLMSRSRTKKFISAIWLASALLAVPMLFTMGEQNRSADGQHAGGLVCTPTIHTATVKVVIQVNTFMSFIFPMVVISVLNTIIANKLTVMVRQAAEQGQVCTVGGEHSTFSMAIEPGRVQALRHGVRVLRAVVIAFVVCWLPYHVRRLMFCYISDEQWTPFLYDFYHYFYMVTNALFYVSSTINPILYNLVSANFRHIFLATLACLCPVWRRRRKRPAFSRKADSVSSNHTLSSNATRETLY
NTR1 ag cell count 20 µM = recorded beside NTR1 ag, whose call it bears; cell count; measured here: cell count, cytotoxicity flag
* = called active by the depositor; i = inactive; x = no result given; [ ] = dose if it differs, or a comment. Unless noted, no stated cut-off is given here; in the data, active means inhibition above about 50%; inactive means the rest.

Preview:
SMILES	KOR beta-arrestin-1	KOR beta-arrestin-2	HEK293 NOD2/NF-kB	ER stress rescue	Yfh1-off respiration	NOD1 NF-kB reporter	GPR55 activation	TNAP activators	NTR1 ag	NTR1 ag cell count 20 µM
CC(NC(=O)c1ccccc1NS(C)(=O)=O)c1ccccc1 (stereo not drawn)	-1.8%	4%	12%	x	i	-15%	0.7%	1.1	0.4	56
Cc1cc(Cl)ccc1OCC(=O)NCc1ccncc1	-1.2%	11%	1%	-0.9%	i	3%	-0.1%	1.1	-1.3	39
COc1ccc(CN2C(=S)NC(C)(C)CC2(C)O)cc1 (stereo not drawn)	3.3%	-10%	-2%	-1.6%	i	-22%	0.2%	1	-0.1	64
C/C(=N/NC(=O)c1ccoc1C)c1cccc(NC(=O)C(F)(F)F)c1	0.1%	x	25%	-0.4%	i	-11%	0.1%	1.1	-0.2	42

Main list, from the start:
SMILES	KOR beta-arrestin-1	KOR beta-arrestin-2	HEK293 NOD2/NF-kB	ER stress rescue	Yfh1-off respiration	NOD1 NF-kB reporter	GPR55 activation	TNAP activators	NTR1 ag	NTR1 ag cell count 20 µM
CC(NC(=O)c1ccccc1NS(C)(=O)=O)c1ccccc1 (stereo not drawn)	-1.8%	4%	12%	x	i	-15%	0.7%	1.1	0.4	56
Cc1cc(Cl)ccc1OCC(=O)NCc1ccncc1	-1.2%	11%	1%	-0.9%	i	3%	-0.1%	1.1	-1.3	39
COc1ccc(CN2C(=S)NC(C)(C)CC2(C)O)cc1 (stereo not drawn)	3.3%	-10%	-2%	-1.6%	i	-22%	0.2%	1	-0.1	64
C/C(=N/NC(=O)c1ccoc1C)c1cccc(NC(=O)C(F)(F)F)c1	0.1%	x	25%	-0.4%	i	-11%	0.1%	1.1	-0.2	42
CCOC(=O)C1=C(N)OC2=C(C(=O)CC(C)(C)C2)C1c1ccccc1OCC#N (stereo not drawn)	-1.0%	33%	0%	0.1%	i	-16%	0.6%	1.1	1.5	49
CN1C(=S)N(c2cccnc2)C(=O)/C1=C\c1ccc(N(C)C)cc1	2.0%	20%	-4%	-0.3%	i	-28%	-0.4%	0.5	x	x
Cc1ccc(-c2cc(Cc3ccc(F)cc3)c(=O)[nH]n2)cc1	6.9%	6%	26%	x	i	3%	0.0%	x	4.7	46
COc1ccccc1CNC(=O)C1(C)Oc2cccnc2NC1=O (stereo not drawn)	4.9%	-3%	10%	-0.2%	i	-20%	0.1%	1	0.4	55
O=C(CCCN1C(=O)/C(=C/c2ccco2)SC1=S)Nc1ccccc1C(=O)O	10%	16%	32%	x	i	-1%	-0.1%	x	-0.8	56
CCCc1cc2c(-c3ccccc3)cc(=O)oc2cc1OCc1ccc(C(=O)O)o1	1.5%	-25%	35%	1.1%	i	0%	-0.3%	1.1	-0.1	51
CC(=O)Nc1c(-c2ccc(Cl)cc2)c(=O)c2ccccc2n1C	0.6%	14%	0%	x	x	1%	0.0%	x	0.5	93
CN(C)c1ccc(/C=N\NC(=O)CC#N)cc1	-3.0%	-4%	10%	8.4%	i	-11%	-0.5%	1.2	-0.6	63
Cc1cc(C)nc(Nc2ccc(Cl)cc2C)n1	5.4%	-66%[20 µM]	14%	x	x	-24%	0.3%	x	0.0	60
CCOC(=O)C1(Cc2cccc(Cl)c2)CCCN(C(=O)c2ccoc2C)C1 (stereo not drawn)	6.3%	-13%	-14%	x	x	-4%	-0.1%	x	1.0	66
O=C(c1cccc(N2CCNC2=O)c1)N1CCCC(Nc2cccc(F)c2)C1 (stereo not drawn)	-1.0%	2%	6%	x	x	-20%	-0.1%	x	-1.4	52
O=C1CCCC2=C1C(c1ccc(O)c(Br)c1)C1=C(CCCC1=O)N2c1ccccc1	-4.0%	13%	25%	-1.5%	i	-13%	0.0%	1.1	-0.7	28
CC(=O)N1CCc2ccc(S(=O)(=O)Nc3ccccc3Cl)cc21	-1.7%	-55%[20 µM]	22%	-0.4%	i	-12%	1.2%	1.1	0.5	51
COC(=O)C1CCN(c2c([N+](=O)[O-])cc(C(F)(F)F)cc2[N+](=O)[O-])CC1	-4.7%	-16%	14%	-1.3%	i	-28%	-0.3%	1	1.5	60
Cc1cc(N)ccc1NC(=O)CN1CCCC1	-3.6%	-32%	-28%	x	x	-15%	-0.1%	x	-1.0	46
Cc1ccc(S(=O)(=O)NC(CC(C)C)C(=O)NCc2ccco2)cc1 (stereo not drawn)	-1.3%	-11%	17%	-0.7%	i	-11%	-0.1%	1.2	-0.8	67
CCn1nnnc1SCC(=O)N1c2ccccc2CCc2ccccc21	-3.4%	16%	18%	-0.6%	i	17%	0.2%	1.1	-0.8	67
O=C(N/N=C/c1cn(-c2ccccc2)nc1-c1ccc2c(c1)OCCO2)c1ccncc1	-5.6%	-17%	-60%	-1.5%	i	-44%	0.0%	1	0.2	83
CCc1c(C)c(C#N)c2nc3ccccc3n2c1NCc1ccco1	-9.6%	-15%	-6%	-1.1%	i	-19%	-0.1%	1.3	0.6	53
O=C(COC(=O)/C=C/c1ccco1)NCc1ccc2c(c1)OCO2	-4.8%	-3%	-16%	2.3%	i	-24%	0.2%	1.1	-1.9	66
CC(=O)c1c(C)[nH]c(C(=O)OCc2c(F)cccc2Cl)c1C	-5.8%	3%	29%	0.5%	i	41%	0.7%	1.1	-1.2	97
(list continues)
SMILES	KOR beta-arrestin-1	KOR beta-arrestin-2	HEK293 NOD2/NF-kB	ER stress rescue	Yfh1-off respiration	NOD1 NF-kB reporter	GPR55 activation	TNAP activators	NTR1 ag	NTR1 ag cell count 20 µM
CCOc1ccccc1C1C(C#N)=C(N)SC(N)=C1C#N	-4.5%	10%	-18%	1.6%	x	0%	-0.1%	1.3	-0.6	39
CN(C)CCCN=Cc1c(-c2ccccc2)[nH]n(-c2nc3ccccc3s2)c1=O	x	-120%[20 µM]	10%	-1.8%	i	20%	0.5%	0.9	0.7	38
COc1ccccc1NC(=O)c1nnn(Cc2ccccc2)c1NC(=O)C(F)(F)F	-2.3%	28%	16%	-0.2%	i	14%	-0.1%	1.2	3.2	93
Cc1cc(C)c(S(=O)(=O)NCc2cccnc2)c(C)c1	-5.3%	-13%	29%	x	x	-3%	0.0%	x	-2.0	84
Cc1ccccc1NC(=O)c1cnc(Nc2nc3ccccc3s2)nc1C	1.1%	-5%	3%	0.7%	i	1%	0.2%	1.1	x	x
CCOC(=O)C(Sc1nnc2c3ccccc3n(CC)c2n1)C(=O)OCC	-1.1%	8%	5%	-2.5%	i	x	-0.1%	1.1	7.0	88
O=c1[nH]cc(NCCNc2ncc(C(F)(F)F)cc2Cl)c(=O)[nH]1	0.4%	-10%	12%	x	i	-19%	0.4%	1.1	-0.4	100
Cc1cc(C)nc(SCCCn2c(=O)[nH]c3ccccc32)n1	-1.9%	18%	15%	1.1%	i	2%	-0.2%	1.1	-3.3	98
Cc1cccc(C2c3[nH]c4ccccc4c3CCN2C(=O)c2cc(CC(C)C)[nH]c(=O)n2)n1 (stereo not drawn)	-1.3%	9%	5%	2.5%	i	-33%	-0.1%	1	5.1	46
Fc1ccccc1COc1ccc(Br)cc1CNCc1ccncc1	3.3%	-55%	0%	2.3%	i	73%*	0.1%	0.8	7.9	29
O=C(COc1ccccc1Cc1ccccc1)NCCCN1CCOCC1	-1.7%	16%	9%	x	i	1%	-0.1%	x	0.1	52
Cc1cc(C)cc(N(CC(=O)NC2CCCC2)C(=O)CCC(=O)Nc2cc(C)on2)c1	-2.6%	-10%	-8%	x	x	-7%	-0.2%	x	0.4	58
CCc1cccc(C)c1NC(=O)c1ccc2nc(N3CCOCC3)sc2c1	0.2%	-35%[20 µM]	2%	x	x	-31%	-0.1%	x	-0.5	46
Cc1ccc(Nc2nnc(SCC(=O)Nc3cc(C(=O)O)ccc3C)s2)c(C)c1	-5.1%	8%	13%	x	i	4%	0.2%	x	2.1	43
O=C(CCN1C(=O)S/C(=C\c2cccs2)C1=O)Nc1nccs1	7.9%	-52%	5%	-0.6%	i	0%	-0.2%	1.1	0.9	53
Cn1c(SCC(=O)N2CCc3ccccc32)nc2cccnc21	-2.0%	-23%	7%	1.0%	i	-9%	-0.4%	1.1	-2.3	55
CC(=O)N(CC(=O)O)c1ccccc1	2.1%	15%	-5%	-2.8%	i	-22%	-0.4%	1	0.5	60
COc1ccccc1NC(=O)NC1(C(=O)N2CCC(O)CC2)CCCCC1	-2.1%	20%	17%	0.5%	x	-11%	-0.1%	1.1	-1.7	48
Cc1ccc(S(=O)(=O)N2CCN(C(=O)CSc3nnc(-c4ccco4)o3)CC2)cc1	-13%	32%	13%	-0.2%	i	-19%	-0.3%	1	-1.6	98
COc1cc(-c2nnc(COC(=O)CSc3cc(C)c4ccccc4n3)o2)cc(OC)c1OC	x	-16%	6%	2.4%	i	-7%	-0.1%	1	-0.2	69
COc1ccc(-n2c(C)cc(C=O)c2C)cc1Cl	4.1%	16%	20%	-0.5%	i	15%	0.0%	1.1	1.5	87
CCOC(=O)N1CCN(C(=O)c2ccc3c(=O)n(CCc4ccccc4)c(=S)[nH]c3c2)CC1	-1.0%	-14%	-5%	-1.6%	i	13%	0.2%	1.1	4.7	54
COc1ccc(OC)c(Nc2nc(N)nc(-c3cc4ccccc4o3)n2)c1	0.1%	-48%	-8%	-2.0%	i	-3%	0.0%	1.1	5.9	58
Cc1ccc2nc(-c3sc4nc(C)cc(C)c4c3N)[nH]c2c1	-0.1%	21%	-149%	-3.4%	i	-41%	0.0%	0.9	1.5	100
CC(C)OP(=O)(c1ccc(N(C)C)cc1)C(O)c1ccccc1 (stereo not drawn)	0.2%	-3%	-11%	-2.0%	i	-3%	-0.1%	1	-0.3	92
More structures
SMILES	KOR beta-arrestin-1	KOR beta-arrestin-2	HEK293 NOD2/NF-kB	ER stress rescue	Yfh1-off respiration	NOD1 NF-kB reporter	GPR55 activation	TNAP activators	NTR1 ag	NTR1 ag cell count 20 µM
COCc1[nH][nH]c(=O)c1C=Nc1ccc(Cl)cc1	5.5%	-26%	-18%	-3.1%	i	-32%	-0.1%	1.2	-1.7	52
COc1ccc(OCC#CCn2ccnc2)cc1	-0.4%	-44%[20 µM]	0%	-1.2%	i	-34%	0.2%	1.1	-0.2	92
COC(=O)c1ccc(CSC(=N)N)o1	-3.3%	4%[20 µM]	16%	1.0%	i	-18%	0.2%	0.9	-0.8	57
CCOC(=O)C1CCN(C(=O)COc2ccc(S(=O)(=O)NC(C)(C)C)cc2)CC1	5.4%	10%	-3%	-2.0%	x	-17%	0.0%	1.1	0.9	74
Cc1ccc(N2C(=O)C3ON(c4ccccc4)C(CC(C)C)C3C2=O)cc1 (stereo not drawn)	5.6%	15%	11%	x	i	-13%	-0.1%	x	1.5	57
c1ccc2[nH]c(-c3cnco3)cc2c1	1.3%	-17%[20 µM]	6%	x	x	-5%	-0.3%	x	-1.4	63
Cc1ccc(N=Nc2c(=O)[nH]n3c(C)cc(C)nc23)cc1	-2.0%	-19%	15%	0.8%	i	16%	-0.1%	0.7	0.2	30
O=C(CSc1ncccn1)N/N=C/c1cccs1	2.2%	0%	-1%	-2.0%	i	-10%	0.6%	0.9	-0.4	45

Bioassay records from PubChem BioAssay.

Only part of the results is shown. The share of hits here may be higher or lower than overall.
